Tb PGK inh: inhibitors of T. brucei phosphoglycerate kinase. PGK/GAPDH coupled, Kinase-Glo luminescence, 60 min. Potency, µM (highest dose often 57.5 µM), for the others: at the highest dose activity change, negative = inhibition, most hits filed as inhibitors. 0.043% of 380,000 active. P07378; also: % is scaled to controls: 0 for no effect and ±100 for the full control effect; nearly all actives have a fitted effect of over 60% in size
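Luminescent ATP detection (Kinase-Glo Plus) follows a 60-minute room-temperature incubation, with wells lacking PGK as controls. Buffer: 100 mM TEA (pH 7.6), 5 mM MgCl2, 0.01% Tween-20. Coupling enzyme GAPDH (100 nM final) supplies unstable 1,3-BPG in-well.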
HP1b binding inh: inhibitors of HP1-beta chromodomain binding to methylated histone tails. Potency, µM (top dose mostly 114 µM), inactives show at the top dose activity change, negative = inhibition, usual class: inhibitors. AlphaScreen HP1-beta / biotin-H3K9me3 peptide binding. AID 540317. P83916. 0.56% of 390,000 active; also: nearly all actives have a fitted effect of over 70% in size; inactives centre near 23
Target sequence (P83916 whole entry, looked up): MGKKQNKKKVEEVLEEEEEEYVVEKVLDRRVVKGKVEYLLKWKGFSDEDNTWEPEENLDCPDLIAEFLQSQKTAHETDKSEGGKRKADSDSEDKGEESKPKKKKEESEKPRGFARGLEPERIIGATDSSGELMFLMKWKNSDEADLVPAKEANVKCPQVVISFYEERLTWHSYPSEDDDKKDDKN
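HP1-beta protein (50 nM final) preincubated 30 min at room temperature with biotinylated H3(1-18)K9me3 peptide (50 nM) in PBS pH 7.4, 0.01% Tween-20, then compound added for 30 min. AlphaScreen streptavidin donor/nickel chelate acceptor beads (10 ug/mL final), 30 min dark, luminescence read.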
ERG-DNA inh: ERG Ets/DNA interaction inhibition; P11308; fluorescence polarization, His-ERG Ets domain / labelled DNA; Potency, µM (highest dose often 76.9 µM), for the others: top-dose FP activity, negative = inhibition, usual class: inhibitors; 0.028% of 370,000 active; active = well fitted inhibition curve with a large enough effect in the polarisation, with a control signal flat; inconclusive = small, poorly fitted or top-dose-only effect, or effect the other way, or a change in a side signal; inactive = no such curve, though single readings can be large or run the other way; the % refers to the polarisation;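 also: polarization taken with two DNA probes labelled with fluorescein and Texas red; % of control where 0% means no effect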
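His-tagged ERG Ets domain (1 uM in the protein solution; 300mM KCl, 50mM Tris-HCl, 1mM EDTA, 1mM DTT, pH 7.5) received compound, then a probe mix of 5 nM fluorescein-DNA and 100nM Texas-615-DNA. Fluorescence polarization was read for both dyes.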
ALOX12 inh: ALOX12 (human) lipoxygenase inhibition. P18054. AID 1671190. 1.1% of 580,000 active. purified 12hLO, xylenol orange hydroperoxide absorbance. Potency, µM (series often up to 108 µM), for the others: at the highest dose activity change, negative = inhibition, most hits filed as inhibitors; also: % is scaled to controls: 0 for no effect and ±100 for the full control effect
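Hydroperoxide product was detected by ferrous iron/xylenol orange as the 573 to 405 nm absorbance ratio. Arachidonic acid at 40 uM (final) was turned over for 30 min at room temperature by 150 nM human 12hLO, pH 7.0 Hepes buffer, after 15 min compound preincubation.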
RGS4 inhibitor: inhibitors of human regulator of G protein signaling 4 | P49798 | Transcreener GDP fluorescence polarization, RGS4-accelerated GTP hydrolysis | Potency, µM (titrated, usually from 114 µM), inactives show top-dose activity change, negative = inhibition, actives largely listed as inhibitors | 0.039% of 390,000 active; also: % is scaled to controls: 0 for no effect and ±100 for the full control effect; nearly all actives have a fitted effect of over 75% in size; some results filed as inactive show a strong effect at the top dose
Target sequence (P49798 whole entry, looked up): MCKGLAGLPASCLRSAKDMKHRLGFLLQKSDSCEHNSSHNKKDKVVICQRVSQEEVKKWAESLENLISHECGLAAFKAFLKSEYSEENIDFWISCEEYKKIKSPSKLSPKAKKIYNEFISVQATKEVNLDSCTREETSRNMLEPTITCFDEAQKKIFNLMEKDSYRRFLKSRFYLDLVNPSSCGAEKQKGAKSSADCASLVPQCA
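MLSMR compounds (23 nl, pin-transferred) preincubated 10 min at room temperature with a 500nM (2x) first reagent, then RGS4 at 900nM (2x) plus Transcreener GDP mix added; fluorescence polarization (620/688 nm) read before and after 90 min at 30 °C.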
Pin1 inhibitor: inhibitors of human Pin1; Q13526; 0.009% of 390,000 active; Potency, µM (titrated, usually from 115 µM), for inactives: at the highest dose activity, negative = inhibition, hits mostly inhibitors; Pin1 FP peptide displacement, HiFluor488, 10 min; active = well fitted inhibition curve with a large enough effect in the polarisation, with a control signal flat, not every such curve was filed as active; inconclusive = small, poorly fitted or top-dose-only effect, or effect the other way, or a change in a side signal; inactive = no such curve, though single readings can be large or run the other way; the % refers to the polarisation; also: % is scaled to controls: 0 for no effect and ±100 for the full control effect
Target sequence (Q13526 whole entry, looked up): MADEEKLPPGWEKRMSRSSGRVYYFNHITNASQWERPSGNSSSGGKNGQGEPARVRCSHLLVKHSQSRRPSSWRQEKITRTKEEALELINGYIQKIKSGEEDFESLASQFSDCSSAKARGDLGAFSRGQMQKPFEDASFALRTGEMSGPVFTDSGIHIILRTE
JMJD2A Tudor inh: inhibitors of human JMJD2A Tudor domain; 4.4% of 390,000 active; AlphaScreen JMJD2A-Tudor / H3K4me3 peptide binding; Potency, µM (titrated, usually from 114 µM), without a hit: top-dose activity change, negative = inhibition, actives largely listed as inhibitors; O75164; also: % is scaled to controls: 0 for no effect and ±100 for the full control effect; nearly all actives have a fitted effect of over 50% in size
GLS inhibitor: glutaminase GLS (human) inhibition; AID 624170; Potency, µM (highest dose often 45.5 µM), without a hit: at the highest dose activity change, negative = inhibition, most hits filed as inhibitors; O94925; 0.21% of 410,000 active; GLS enzymatic activity, qHTS titration; also: % is scaled to controls: 0 for no effect and ±100 for the full control effect
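Enzyme dispensed in phosphate buffer (45 mM, pH 8.2, 0.02% Tween-20), compounds pinned in, then 1 mM L-glutamine solution and the glutamate oxidase–HRP–Amplex Red mix added; fluorescence read immediately and again after 30 min at room temperature.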
TrxR1 inh: blocks rat thioredoxin reductase 1; 1% of 390,000 active; recombinant rTrxR1, NADPH fluorescence consumption, selenite substrate; O89049; Potency, µM (doses to about 114 µM), without a hit: at the highest dose activity change, negative = inhibition, hits mostly inhibitors; also: % is scaled to controls: 0 for no effect and ±100 for the full control effect; nearly all actives have a fitted effect of over 65% in size
Target sequence (O89049 whole entry, looked up): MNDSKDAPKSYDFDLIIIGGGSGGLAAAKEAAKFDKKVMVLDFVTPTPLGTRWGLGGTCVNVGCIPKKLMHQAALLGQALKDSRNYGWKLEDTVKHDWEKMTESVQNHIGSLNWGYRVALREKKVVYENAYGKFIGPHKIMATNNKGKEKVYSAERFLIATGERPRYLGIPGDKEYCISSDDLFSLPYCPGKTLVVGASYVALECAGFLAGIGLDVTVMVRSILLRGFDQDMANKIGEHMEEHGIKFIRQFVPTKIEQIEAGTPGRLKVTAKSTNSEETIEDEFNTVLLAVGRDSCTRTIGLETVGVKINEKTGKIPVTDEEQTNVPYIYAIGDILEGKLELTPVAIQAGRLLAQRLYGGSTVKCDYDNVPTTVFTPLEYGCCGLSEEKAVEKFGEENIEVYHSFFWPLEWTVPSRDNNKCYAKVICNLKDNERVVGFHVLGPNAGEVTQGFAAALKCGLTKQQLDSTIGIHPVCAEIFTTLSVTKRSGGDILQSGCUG
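Rat TrxR1 (90 nM in the dispensed reagent) was pre-reduced with 400 uM NADPH for 5 min at room temperature, then incubated with compound for 15 min. After 400 uM selenite was added, NADPH fluorescence (Ex 340/Em 450 nm) was followed for 8 min.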
* = called active by the depositor; i = inactive; ? = inconclusive; · = not tested or not shown; [ ] = another dose, or the depositor's remark. Unless noted, calls follow the shape of the dose curve; as a rule, active = well fitted curve in the direction sought with a large enough effect; inconclusive = small, poorly fitted or top-dose-only effect, or another doubt; inactive = no such curve, though single readings can be large; an effect the other way counts as inactive or inconclusive. Potency is read from the fitted curve at half-maximal effect. Some of the compounds tested; the hit share may differ from the screen's.

SMILES	Tb PGK inh	HP1b binding inh	ERG-DNA inh	ALOX12 inh	RGS4 inhibitor	Pin1 inhibitor	JMJD2A Tudor inh	GLS inhibitor	TrxR1 inh
Cc1cc(OCC(=O)NCc2ccc(S(N)(=O)=O)cc2)c2c3c(c(=O)oc2c1)CCC3	-7%	63%[activator]	-3%	-3%	-25%[11.4 µM]	22%	-6%	1%	151%[activator]
O=C(Cc1ccccc1)Oc1cccc(N2C(=O)CCC2=O)c1	i	28%	-7%	7%	-2%	5%	-3%	8%	9%
COc1ccc(OCC(=O)N2CCN(Cc3c[nH]c4ccccc34)CC2)cc1	-5%	?	1%	?	-15%	2%	3.5µM*	-1%	-16%
N#CCn1c(CCl)nc2ccccc2c1=O	i	19%	7%	-22%	-14%	7%	-16%	-5%	39%[activator]
CN(C(=O)Oc1ccc(C(=O)c2ccc(Cl)cc2)cc1)c1ccccc1	i	104%[activator]	10%	-16%	-16%	-5%	38%[activator]	-1%	10%
CCOc1cccc(=NC2CCCCC2)c2c(C)[nH]c(C)c12	-4%	?	-20%	?	1%	5%	?	-17%	-8%
CCC(=O)N1c2ccc(S(=O)(=O)CCC(=O)N3CCC4(CC3)OCCO4)cc2CC1C (stereo not given)	5%	63%[activator]	-1%	0%	-6%	9%	-7%	4%	-19%
Cc1nn(-c2ccccc2)c(Cl)c1C1C(C#N)=C(N)Oc2c1c(=O)oc1ccccc21 (stereo not given)	-5%	8%	-2%	33%[activator]	-21%	1%	-16%	5%	16%[57.1 µM]
CCCCCCn1c(O)c(/C=N/N2CCCCCC2)c(=O)[nH]c1=O	3%	26%	0%	-23%	3%	-3%	-4%	?	17%[57.1 µM]
CC(C)OP(=O)(OC(C)C)C(Nc1ccccc1)c1ccc2c(c1)OCO2 (stereo not given)	4%	19%	-2%	-6%	1%	2%	-2%	78%[activator]	-4%[57.1 µM]
CSc1nc(C)c(Br)c(N2CC2)n1	0%	17%[57 µM]	-8%	6%	0%	51%[activator]	-12%	0%	4%[2.29 µM]
CC(C)(C)OC(=O)N1CC(O)CC1C(=O)OCC(=O)c1ccc(-c2ccccc2)cc1 (stereo not given)	0%	28%	1%	?	4%	?	?	1%	16%
CCOC(=O)C1=C(N)Oc2cc(C)oc(=O)c2C12C(=O)N1c3c(cccc32)C(C)CC1(C)C (stereo not given)	i	81%[activator]	-2%	20%	-14%	8%	-12%	0%	3%
Cc1cc(/C=C2\C(=O)NC(=S)N(C)C2=O)c(C)n1C1CCCCC1	-3%	21%	·	-7%	-16%	?	-15%	-3%	?
CCn1c(O)c(C=Nc2ccc(S(N)(=O)=O)cc2)c(=O)[nH]c1=S	-6%	22%	?	?	-44%	38%[activator]	?	5%	?
CC(C)CCNC(=O)c1c(N)n(CC2CCCO2)c2nc3ccccc3nc12 (stereo not given)	-7%	258%[activator]	8%	?	0%	?	77%[activator]	-5%	25%
O=C1CC(c2ccccc2)CN1 (stereo not given)	8%	39%[activator]	11%	6%	-24%	2%	3%	-3%	-2%[57.1 µM]
O=C(O)C12C3CCCC1C32c1ccccc1 (stereo not given)	-1%	26%	-1%	0%	12%	0%	-6%	11%	-6%[57.1 µM]
CCC(C)C1NC(=O)C2CCCN2C(=O)C(CC(C)C)OC(=O)CCNC(=O)C(C)N(C)C(=O)C(C(C)C)N(C)C1=O (stereo not given)	i	21%	-5%	11%	13%	-6%	-11%	1%	13%[11.4 µM]
CC(C)(C)c1ccc(O)c(N=Cc2c(O)ccc3ccccc23)c1	-4%	30%	6%	7.9µM*	?	?	?	15%	1%
CC(NC(=O)Cc1cccc2ccccc12)C(=O)N1CCC(=O)CC1 (stereo not given)	-1%	39%[activator]	3%	91%[activator]	-9%	-6%	-12%	3%	1%
CC(C)C(OC(=O)c1ccco1)C(=O)NCc1ccco1 (stereo not given)	0%	?	-3%	-3%	-26%	-2%	79µM*	11%	-24%
Cc1ccc(/C=C2\C(=O)NC(=S)N(c3ccccc3F)C2=O)s1	-20%	?	?	40µM*	?	7%	71µM*	8%	13µM*
CC1CC(C)(O)CC(C(O)CC2CC(=O)NC(=O)C2)C1=O (stereo not given)	1%	29%	1%	1%	10%	-7%	-3%	18%	3%[11.4 µM]

Some values from the list:
Cc1cc(/C=C2\C(=O)NC(=S)N(C)C2=O)c(C)n1C1CCCCC1 @ HP1b binding inh = 21%
CC(NC(=O)Cc1cccc2ccccc12)C(=O)N1CCC(=O)CC1 (stereo not given) @ GLS inhibitor = 3%

Additional entries follow:
SMILES	Tb PGK inh	HP1b binding inh	ERG-DNA inh	ALOX12 inh	RGS4 inhibitor	Pin1 inhibitor	JMJD2A Tudor inh	GLS inhibitor	TrxR1 inh
Fc1ccc(CNCCc2ccc3c(c2)OCO3)cc1	-11%	7%	-20%	?	-22%	1%	56µM*	-3%	30%
Cc1csc(N2CCc3ccccc32)n1	1%	51%[activator]	5%	-14%	8%	?	-11%	-1%	0%[57.1 µM]
CC(=NCCCn1ccnc1)c1c(O)n(C)c(=O)n(C)c1=O	-6%	40%[activator]	-15%	-20%	-19%	-7%	-10%	2%	9%
N#Cc1ccc(C(=O)N2Cc3cnnn3-c3ccccc3C2C#N)cc1 (stereo not given)	2%	31%	0%	?	13%	-2%	-8%	18%	1%
CC1CCN(C(=O)N2c3ccccc3Sc3ccccc32)CC1	0%	49%[activator]	3%	-22%	-21%	7%	6%	5%	11%[57.1 µM]
CCC(=O)Nc1ccc(N2CCN(CC)CC2)c(Cl)c1	-3%	5%	-1%	6%	-9%	-1%	-17%	7%	-11%
CCOc1ccc(C(=O)Nc2ccc3nc(SCCOc4ccccc4)sc3c2)cc1	-7%	35%	-2%	-5%	-7%	?	-1%	4%	30%
C[C@]12CC[C@@H](O)C[C@H]1CC[C@@H]1[C@@H]2CC[C@]2(C)C(=O)CC[C@@H]12	-4%	18%	-2%	4%	23%	-24%	-12%	1%	18%
CC(C)c1ccc(O)c(CN2CCN(c3ccccc3)CC2)c1	-6%	14%	-4%	0%	-29%	5%	0%	28%	7%
CCOC(=O)c1c(C)[nH]c(C)c1S(=O)(=O)N1CCC(C(=O)N2CCN(c3ccc(Cl)cc3)CC2)CC1	i	-7%	0%	-29%	-4%	-1%	?	8%	-1%[57.1 µM]
CC(C)(C#CC(=O)O)OOC(c1ccccc1)(c1ccccc1)c1ccccc1	-2%	31%	12%	-2%	-9%	-23%	-15%	13%	-1%
COc1ccc(-n2c(C)cc(C(=O)C[N+]34CCN(CC3)CC4)c2C)cc1	-11%	7%	7%	?	-16%	4%	-23%	-22%	7%
CCN(CC)c1ccc(CC2C(=O)N(C)C(=O)N(C)C2=O)cc1	-1%	?	119%[activator]	·	?	?	45µM*	15%	32µM*
C[C@]12CCC3C(CC[C@H]4C[C@H](O)CC[C@]34C)C1CCC2=O (stereo not given in full)	-10%	-4%	4%	-11%	1%	-5%	-11%	-2%	27%
Cc1nc2ccccc2c(=O)n1-c1ccc(-c2ccccc2)cc1	-8%	43%[activator]	-3%	-15%	-9%	4%	4%	-1%	12%
COc1cccc(NP2(=O)OCC(C)([N+](=O)[O-])CO2)c1 (stereo not given)	-1%	18%	-3%	-1%	-9%	-14%	-5%	-3%	-8%[11.4 µM]
C=CCSC1=N/C(=C\c2cc(OC)c3c(c2)OCO3)C(=O)S1	-10%	38%	7%	64%	-9%	?	?	10%	-23%
COc1cc(/C=C2\C(=O)NC(=O)N(c3ccccc3)C2=O)cc(OC)c1O	1%	21%	2%	?	-36%	?	-19%	46%[activator]	25µM*
CC(Cc1ccccc1)NC(=O)NC(C)Cc1ccccc1 (stereo not given)	0%	26%	6%	0%	-4%	-2%	4%	-1%	7%
O=C(Cn1ncn2c(cc3cc(F)ccc32)c1=O)N1CCC2(CC1)OCCO2	i	25%	-3%	-16%	2%[56.9 µM]	-2%	-24%	-5%	11%[57.1 µM]
O=C(N/N=C/c1c(O)n(C2CCCCC2)c(=S)[nH]c1=O)c1ccccc1	-1%	68%[activator]	-17%	?	13%[11.4 µM]	25%	79µM*	4%	-5%
COc1cc(C2SCC(=O)Nc3c2c(C)nn3-c2ccccc2)cc(OC)c1OC (stereo not given)	-7%	25%	-16%	-5%	-3%	0%	0%	6%	-2%
NCCc1ccc(S(=O)(=O)F)cc1	-3%	22%	2%	0%	20%[56.9 µM]	-19%	-25%	-8%	-7%[57.1 µM]
O=C(C(=O)N1CC=C(c2ccccc2)CC1)c1c[nH]c2ccccc12	-8%	2%	4%	-8%	3%	39%[activator]	-17%	14%	0%[57.1 µM]
O=c1[nH]c(=S)n(-c2ccc(F)cc2)c(O)c1/C=N/N1CCOCC1	0%	39%[activator]	-2%	?	-25%	6%	8%	-11%	0%
O=c1c2ccccc2nc(-c2ccccc2)n1-c1cccc(O)c1	5%	34%	6%	4%	8%	-11%	-8%	-6%	31%
O=c1c2ccccc2nc(/C=C/c2cccnc2)n1Cc1ccccc1	?	?	-1%	?	-20%	?	22µM*	?	16%
O=C(COc1ccc(Cl)cc1)NCCc1cnc[nH]1	-10%	24%	15%	?	-26%	-5%	-3%	-8%	9%

Full records, looked up by structure. Screens in order: Tb PGK inh | HP1b binding inh | ERG-DNA inh | ALOX12 inh | RGS4 inhibitor | Pin1 inhibitor | JMJD2A Tudor inh | GLS inhibitor | TrxR1 inh
Profile of `CCOc1cccc(=NC2CCCCC2)c2c(C)[nH]c(C)c12` = -4% | ? | -20% | ? | 1% | 5% | ? | -17% | -8%
Profile of `N#Cc1ccc(C(=O)N2Cc3cnnn3-c3ccccc3C2C#N)cc1` (stereo not given) = 2% | 31% | 0% | ? | 13% | -2% | -8% | 18% | 1%
